Screening results from PubChem BioAssay.
OX1R antag-1: human HCRTR1 antagonism; AID 434989; 0.43% of 330,000 active; O43613; CHO/OX1R cells, Fluo-8 calcium fluorescence, orexin A; inhibition, % at 5 µM;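 active means inhibition above its plate's threshold, mean inhibition of all tested compounds on the plate plus 3 SD, cut at about 37% in these data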;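 further: 0% = orexin A challenge wells and 100% = SB-334867-A antagonist wells; not every result past the cut was called active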
Target sequence (O43613 whole entry, looked up): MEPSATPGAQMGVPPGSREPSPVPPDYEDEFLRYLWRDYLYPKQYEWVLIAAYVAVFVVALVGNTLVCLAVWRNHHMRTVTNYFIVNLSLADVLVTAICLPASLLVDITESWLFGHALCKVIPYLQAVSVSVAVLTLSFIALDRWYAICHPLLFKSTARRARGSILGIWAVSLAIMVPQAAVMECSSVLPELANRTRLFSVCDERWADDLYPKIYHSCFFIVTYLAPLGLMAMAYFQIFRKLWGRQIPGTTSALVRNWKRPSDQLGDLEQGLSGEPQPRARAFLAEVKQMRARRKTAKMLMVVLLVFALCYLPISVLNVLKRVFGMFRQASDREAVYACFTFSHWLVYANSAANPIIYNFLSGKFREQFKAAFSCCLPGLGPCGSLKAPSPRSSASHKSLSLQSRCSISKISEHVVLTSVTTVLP
OX1R antag-2: OX1R (human) antagonism; O43613; OX1R-expressing cells, FRET antagonist read-out; inhibition, % at 6.6 µM; 1.8% of 330,000 active; AID 485270; in the data active means inhibition mostly above about 38%, no sharp cut-off; inactive means mostly below about 40%;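 further: 0% = agonist challenge alone and 100% = reference antagonist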
Numbers without * were called inactive.

SMILES | OX1R antag-1 | OX1R antag-2
CC1CC(C)CN(CCCNC(=O)C2CCCN(S(=O)(=O)N3CC(C)CC(C)C3)C2)C1 (configuration not stated) | -48.8 | 11.2
Cc1ccc(-c2cccc(CN3CCN(C(C)C)C(CCO)C3)c2)o1 (configuration not stated) | -18.7 | 10.7
O=C(COC(=O)COc1ccccc1)Nc1ncc([N+](=O)[O-])s1 | -20.2 | 43.0*
O=[N+]([O-])c1ccc(-c2cnc(NO)nc2)cc1 | -4.8 | 47.0
CCN(CC)S(=O)(=O)c1ccc(-n2cnc3cc(C)c(C)cc32)nc1 | -30.7 | 2.4
COc1ccc2oc(C(=O)CCC(=O)O)c(N)c2c1 | -1.8 | -1.9
Cn1c(-c2ccc3nc(N)sc3c2)nc2cc(N)ccc21 | -8.2 | 14.0
Cc1ccc(S(=O)(=O)N(C)Cc2ccc(C(=O)N/N=C3\CCCC(=O)C3)cc2)cc1 | -23.7 | 12.2
CC1CCN(C(=O)CCN2C(=O)C3C4C=CC(C4)C3C2=O)CC1 (configuration not stated) | -13.5 | 22.4
Cc1nn(C)c(C(=O)Sc2cccc(Cl)c2)c1[N+](=O)[O-] | -8.0 | -0.6
CC1(C)Cc2c(c(N3CCOCC3)nc3sc4c(NN)ncnc4c23)CS1 | -44.3 | 2.6
CCn1c(Cn2nnc(-c3ccccc3)n2)nnc1SCc1ccc(Cl)c(Cl)c1 | -8.9 | 7.5
COc1ccccc1CCNC(C)CCc1ccc(O)cc1 (configuration not stated) | -12.4 | 14.1
Cc1ccc(N2C(=O)c3ccccc3C2=O)cc1C | -12.7 | 48.4
CCc1nc(SCC(=O)N2c3ccccc3Sc3ccccc32)c2ccccc2n1 | -17.6 | 33.2
O=C(NCC(=O)N1CCCC(C(F)(F)F)C1)c1ccc(Oc2ccccc2)cc1 (configuration not stated) | -25.1 | 18.0
COc1cc2nc(-c3ccccc3C)oc(=O)c2cc1OC | -26.2 | 3.7
Cc1ccc(NCc2ccc([N+](=O)[O-])s2)cc1 | -2.7 | 9.9
Cc1nc(SCC(=O)NC2CC2)c2c(C)c(C)sc2n1 | -23.1 | 4.7
O=C(N/N=C/c1c(Cl)nc2ccccn2c1=O)c1cccnc1 | -0.4 | 22.4
CC(C)Oc1ccc(NC(=O)c2ccncc2)cc1 | -10.7 | 26.8
CCc1nccn1S(=O)(=O)c1ccc2ccc(C)cc2c1 | 56.0* | 16.1
CCn1c(CSc2ncccn2)nnc1SCC(=O)N1c2ccccc2CC1C (configuration not stated) | -37.2 | -0.5
Cc1ccc(NC(=O)c2cncc(Br)c2)c(O)c1 | 14.4 | 6.0
CCCC1CCC(C(=O)Nn2c(C)nc3ccccc3c2=O)CC1 (configuration not stated) | -31.6 | 3.6
CSc1nc2c(c(=O)[nH]1)C(c1ccccc1Cl)CC(=O)N2 (configuration not stated) | -24.2 | 13.0
O=C(CSc1nc2ccccc2c(=O)n1-c1ccccc1)N1CCCc2ccccc21 | -11.4 | 9.3
Cc1cc(C(=O)CSc2nnc(C3CC3)n2C2CC2)c(C)n1C(C)C | -33.0 | 5.7
Cc1csc(NC(=O)c2ccc(S(C)(=O)=O)cc2)n1 | 0.7 | 17.0
CCOc1ccc(-c2cc(C(=O)OC)nc3c2c(=O)n(C)c(=O)n3C)cc1 | -0.5 | 13.2

Profiles, looked up by structure:
`Cc1ccc(-c2cccc(CN3CCN(C(C)C)C(CCO)C3)c2)o1` (configuration not stated) across the screens: OX1R antag-1: -18.7; OX1R antag-2: 10.7
`O=[N+]([O-])c1ccc(-c2cnc(NO)nc2)cc1` across the screens: OX1R antag-1: -4.8; OX1R antag-2: 47.0

Next part
SMILES | OX1R antag-1 | OX1R antag-2
CCCC(C(=O)NC1CCCC1)N(C(=O)Cn1nnc(-c2ccc(C)o2)n1)C1CCCC1 (configuration not stated) | -13.9 | 5.9
COC(=O)c1nn(-c2cccc(Cl)c2)cc(OC)c1=O | -7.5 | 12.4
COc1ccc(C2SCC(=O)N2c2ccc(F)cc2)cc1 (configuration not stated) | -17.4 | 4.1
CCc1oc(C(=O)O)cc1CN(CC)CC | 1.5 | 10.7
Cc1nn(-c2ccccc2)c(Cl)c1C1C(C#N)=C(N)Oc2c1c(C)nn2-c1ccccc1 (configuration not stated) | -33.3 | 23.9
CCC1(c2ccccc2)NC(=O)N(CC(=O)Nc2cccnc2Cl)C1=O (configuration not stated) | 9.2 | 9.4
O=C(O)CSC(NC(=O)c1cccnc1)(C(F)(F)F)C(F)(F)F | -16.9 | 12.9
O=C(NCc1ccncc1)C1CCCN1S(=O)(=O)c1ccc(Cl)cc1 (configuration not stated) | -18.8 | 0.4
CC(=O)Nc1ccc(NC(=S)NC(=O)C2CC2)cc1 | 4.3 | 14.2
COc1ccc(C(=O)CCc2ccc(OC)c(OC)c2)cc1 | -8.1 | 32.9
Fc1cccc(Cl)c1/C=N/Nc1ccccn1 | -5.4 | 24.1
CC(=O)c1ccc(OCC(=O)NC2CCCCCC2)cc1 | -4.7 | 5.1
CCC(=O)NC(=S)Nc1ccc(NC(=O)c2ccco2)c(Cl)c1 | -8.4 | 33.7
COC(=O)Nc1nc(-c2ccc(F)cc2)c(C)s1 | -12.5 | 8.2
c1nc(NCCN2CCOCC2)c2sc3nc(N4CCOCC4)c4c(c3c2n1)CCC4 | -22.0 | 2.4
CCCCc1nnc(NC(=O)c2ccccc2OCc2c(C)noc2C)s1 | -31.9 | 28.8
O=C1Nc2ccc(Br)cc2C1(O)Cc1ccccn1 (configuration not stated) | -0.8 | 13.7
COc1ccc(C(=O)OCC(=O)N2CCc3ccccc32)cc1S(=O)(=O)N1CCOCC1 | -19.7 | 6.2
Cc1ccc(S(=O)(=O)N2CCOCC2)cc1C(=O)NCc1cccnc1 | 2.6 | 7.7
O=C(CSc1ccccn1)Nc1ccc2ccccc2c1 | -39.4 | 46.2
CN(C(=S)NC(=O)c1ccccc1)c1c(N)n(Cc2ccccc2)c(=O)[nH]c1=O | -5.4 | 13.6
O=C(NCCC(=O)N1CCC2(CC1)NCCc1[nH]cnc12)c1ccc(Br)cc1 | -18.9 | 6.9
CC(=O)c1cccc(NC(=O)c2cc(-c3ccc(C)cc3)on2)c1 | -8.3 | 12.4
Cc1ccc(O)c(C2=Nc3ccccc3N=C(c3cccs3)C2)c1 | -46.5 | 31.8
Cc1ccc(NC(=O)CSc2nnc(-c3cccnc3)n2-c2ccc(C)cc2)cc1 | -40.7 | 8.8
Cc1ccc(NC(=O)CCN2CCN(C/C=C/c3ccccc3)CC2)cc1 | -30.6 | 17.2
CCCCNCC(=O)Nc1sc(C)c(C)c1C(=O)OCC | -16.2 | 5.7
CCCOc1ccc(-c2nnn(CC(=O)c3c[nH]c4ccccc34)n2)cc1 | -4.4 | 6.9
C=CCN(Cc1ccco1)S(=O)(=O)c1ccc(Cl)cc1 | -7.7 | 2.5
Cc1cnn(Cc2cccnc2)c1N | -10.8 | 4.9
COc1cc(O)c(CCC(=O)c2ccc(OC)c(OC)c2)c(OC)c1 | -1.9 | 9.0
Cc1ccc(Nc2nc(=O)[nH]nc2C)cc1 | -17.7 | 1.6
C=CC[C@@H](CC(=O)N[C@@H](CO)Cc1ccccc1)C(=O)N[C@H](COC(=O)[C@H](CC=C)CC(=O)OC(C)(C)C)Cc1ccccc1 | -10.3 | 3.4
O=C(CSc1nc(-c2ccccc2)cc(=O)[nH]1)Nc1ccc(Br)cc1 | -25.2 | 8.6
OCC1(Cc2cccc(Cl)c2)CCCN(Cc2cnn(-c3ccccc3)c2)C1 (configuration not stated) | -21.5 | 26.3
CCN1C[C@@H]2[C@@H]3C(=O)N(C)C(=O)[C@@H]3[C@](Cc3ccccc3)(C(=O)OC)N2C1=NC1CCCCC1 | -22.9 | 3.5
C/C(=N/NC(=O)c1ccc(Br)o1)C(C)C | -17.9 | 14.9
CCCc1nc2oc3c(OC)ncnc3c2c2c1COC(C)(C)C2 | -17.6 | 13.6
COc1ccc(C(=O)Nc2cc(Cl)ccc2OC(=O)c2ccc(OC)cc2)cc1 | -31.9 | 17.2
O=C(/C=C/c1ccc([N+](=O)[O-])cc1)OCC(=O)N1CCCCCC1 | -6.2 | 32.5
CC(=O)N1CC2(C)CN(C(C)=O)CC(C)(C1)C2O (configuration not stated) | 4.7 | 33.1
Cn1cc(C(=O)C(=O)N2CCCc3ccccc32)c2ccccc21 | -16.9 | 1.2
COc1ccc(N2CCN(C(=O)NC3CCCCC3)CC2)cc1 | -0.7 | 17.9
CC(NC(=O)CN1C(=O)NC(Cc2ccccc2)(Cc2ccccc2)C1=O)C12CC3CC(CC(C3)C1)C2 (configuration not stated) | -14.2 | 30.2
C[C@]12C(=O)N(c3ccc(C(F)(F)F)cc3)C(=O)N1[C@H]1c3ccccc3OC[C@@H]1[C@H]2c1ccccc1 | -7.5 | 19.6
CN(CC(=O)NC1CCCC1)S(=O)(=O)c1cccc(Cl)c1 | 18.1 | 8.1
Cn1c(=O)oc2cc(S(=O)(=O)NCCN3CCCCCC3)ccc21 | -5.9 | 5.5
CCN(c1ccccc1)S(=O)(=O)c1cccc(C(=O)Nc2ccc(C)cn2)c1 | -37.0 | 28.4
Cc1ccc(CNCC(O)c2ccccc2)s1 (configuration not stated) | -23.9 | 14.8
CC(=O)NNc1cc(C)nc(NS(=O)(=O)c2ccc(C)cc2)n1 | -4.0 | -12.1
CC(C)[C@H](NS(=O)(=O)c1ccccc1)C(=O)OCC(=O)N1N=C(c2ccc(Cl)cc2)CC1c1ccco1 (some centres not stated) | 12.4 | 2.3
CCN(CC(=O)Nc1c(F)cccc1F)C(=O)c1ccc(N2CCCC2)c([N+](=O)[O-])c1 | -28.5 | 29.0
CC(C)(C)SCCNC(=O)CN(c1ccc(F)c(Cl)c1)S(C)(=O)=O | -15.3 | 10.2
O=C(COC(=O)C1CCC1)NCCc1ccc(Cl)cc1Cl | -5.9 | 13.5
CCOc1ccc(C(=O)NCc2ccccc2OC)cc1 | -3.5 | 11.8
CCC(C)NC(=O)C1CCN(S(=O)(=O)c2cccnc2)CC1 (configuration not stated) | -27.3 | 28.9
Cc1ccc(C(=O)NCC2CCCO2)o1 (configuration not stated) | -18.6 | 15.5
Cc1cccc(C)c1N=C1C(=O)Nc2ccccc21 | -11.4 | 2.5
Cc1ccc(-c2nn(-c3ccc(F)cc3)cc2C(=O)NC2CCC(O)CC2)cc1 (configuration not stated) | -12.1 | -3.2
CCc1nnc(NS(=O)(=O)c2ccc(NC(=S)NC(=O)c3ccncc3)cc2)s1 | -14.9 | 16.5
Cc1cc(C)c2c(N)c(C(=O)NNC(=O)c3ccccc3)sc2n1 | -21.9 | 54.0
CC(C)[C@H](NS(=O)(=O)c1ccccc1)C(=O)OCn1nnc2ccccc2c1=O | -35.0 | 11.1

5 entries picked at random from the list so far:
SMILES | OX1R antag-1 | OX1R antag-2
CCc1nnc(NS(=O)(=O)c2ccc(NC(=S)NC(=O)c3ccncc3)cc2)s1 | -14.9 | 16.5
CCOc1ccc(C(=O)NCc2ccccc2OC)cc1 | -3.5 | 11.8
Cc1ccc(C(=O)NCC2CCCO2)o1 (configuration not stated) | -18.6 | 15.5
CC(C)[C@H](NS(=O)(=O)c1ccccc1)C(=O)OCC(=O)N1N=C(c2ccc(Cl)cc2)CC1c1ccco1 (some centres not stated) | 12.4 | 2.3
O=C(COC(=O)C1CCC1)NCCc1ccc(Cl)cc1Cl | -5.9 | 13.5

Grouped by structure: the entries above with a COOH group (3)
SMILES | OX1R antag-1 | OX1R antag-2
COc1ccc2oc(C(=O)CCC(=O)O)c(N)c2c1 | -1.8 | -1.9
CCc1oc(C(=O)O)cc1CN(CC)CC | 1.5 | 10.7
O=C(O)CSC(NC(=O)c1cccnc1)(C(F)(F)F)C(F)(F)F | -16.9 | 12.9
